Screening results as filed in PubChem.
E coli growth = bacterial growth inhibition, counter-screen for AddAB inhibitors; E. coli V3065 growth, OD600 absorbance, 18 h; inhibition, % at 11.9 µM; actives 0.27% (n = 330,000);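 active means inhibition above the campaign's mean inhibition across all tested compounds plus 3 SD, cut at about 9.9% in these data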;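 further: uninfected addAB+ strain grown without phage in ampicillin broth; 0% = DMSO wells and 100% = ciprofloxacin 0.95 µg/ml wells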
MITF TRPM1 HTS = MITF TRPM1 promoter activation in melanoma cells. SK-MEL-5 TRPM1-promoter luciferase, 24 h; % of positive control, neutral wells = 0. activation, % at 12.5 µM. actives 0.75% (n = 300,000);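 active means mean activation of at least 80% with every replicate also reaching 80%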;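 further: 0% = neutral control wells and 100% = parthenolide positive control wells; values of inactives mirror those of a sister screen read the other way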
SR-BI uptake up = enhances SR-BI lipid uptake from DiI-HDL; CHO ldlA[mSR-BI] cells, DiI-HDL uptake fluorescence, 3 h; 100 = double the neutral-control signal; actives 0.096% (n = 320,000); AID 504775; activation, % at 12.5 µM;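 active means mean replicate activation of at least 60% and every replicate at or above 60%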;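 further: 0% = median plate neutral-control signal and 100% = twice that signal; values of inactives mirror those of a sister screen read the other way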
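Assay system: CHO ldlA[mSR-BI] cells, LDL receptor-null, SR-BI overexpressing; medium: Ham's F12 with 0.5% BSA, HEPES 25 mM, pH 7.4; also added: DiI-HDL 10 µg/mL; timing: 3 h uptake period with compound, 37 °C; signal: DiI fluorescence, bottom read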
phage Ecoli inh = E. coli growth loss with phage present; inhibition, % at 11.9 µM; growth absorbance; AID 651602; actives 0.26% (n = 360,000); in the data active means inhibition above about 11%
CAL PDZ FP-1 = inhibitors of human CAL PDZ peptide binding. Q9HD26. purified CAL PDZ, TMR-peptide fluorescence polarization, 1 h. inhibition, % at 24.9 µM. actives 0.92% (n = 300,000). AID 602252;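 active means mean inhibition of at least 30% with at least half of replicates also reaching 30%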;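 further: 0% = DMSO neutral control and 100% = excess unlabeled competitor peptide PRC23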
Wnt bcat act = Wnt/beta-catenin pathway activation; actives 1.2% (n = 300,000); activation, % at 9.35 µM; Wnt/beta-catenin reporter cell assay, activator, plate reader; in the data active means activation above about 30%, passing the limit was not always enough;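 further: 0% = neutral control wells and 100% = positive control wells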
Tat transport = E. coli Tat transport inhibition | actives 0.036% (n = 340,000) | E. coli MC4100 TorA-mCherry Tat export, fluorescence | inhibition, % at 10 µM | AID 488895;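 active means mean replicate inhibition at least 50% and at least half of replicates individually reaching 50%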;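 further: exported cargo escapes ClpAP degradation while cytoplasmic cargo is degraded and loses fluorescence; 0% = median of neutral control wells and 100% = median of NaSCN control wells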
SR-BI HDL uptake = inhibitors of mouse SR-BI mediated HDL lipid uptake. ldlA[mSR-BI] CHO cells, DiI-HDL uptake fluorescence, 3 h. AID 488896. actives 0.96% (n = 320,000). inhibition, % at 12.5 µM;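 active means mean replicate inhibition of at least 70% and a set share of replicates each scoring 70 or more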;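 further: 0% = median of neutral control wells and 100% = median of positive control wells; values of inactives mirror those of a sister screen read the other way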
Target sequence (Q61009 whole entry, looked up): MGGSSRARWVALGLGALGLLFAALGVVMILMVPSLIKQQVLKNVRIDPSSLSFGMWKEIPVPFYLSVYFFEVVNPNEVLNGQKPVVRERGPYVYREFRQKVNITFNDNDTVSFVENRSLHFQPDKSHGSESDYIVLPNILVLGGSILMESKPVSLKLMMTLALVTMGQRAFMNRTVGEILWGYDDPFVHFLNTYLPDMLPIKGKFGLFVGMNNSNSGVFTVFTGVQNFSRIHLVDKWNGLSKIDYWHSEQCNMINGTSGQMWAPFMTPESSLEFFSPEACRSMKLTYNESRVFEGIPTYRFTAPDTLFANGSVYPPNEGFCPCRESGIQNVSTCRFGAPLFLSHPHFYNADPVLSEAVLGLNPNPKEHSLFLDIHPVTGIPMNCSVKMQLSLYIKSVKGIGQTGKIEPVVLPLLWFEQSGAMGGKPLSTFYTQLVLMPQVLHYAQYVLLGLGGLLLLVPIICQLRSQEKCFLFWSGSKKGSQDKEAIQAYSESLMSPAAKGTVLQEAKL
AddAB inh = less growth of phage-infected E. coli with AddAB; E. coli expressing H. pylori AddAB, absorbance growth; inhibition, % at 11.9 µM; actives 0.29% (n = 330,000); AID 435030; in the data active means inhibition above about 12%;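 further: 0% = vehicle wells of infected cells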
CAL PDZ FP-2 = human CAL PDZ-peptide interaction inhibition | Q9HD26 | purified CAL PDZ, TMR-peptide fluorescence polarization, 1 h | inhibition, % at 20 µM | actives 0.02% (n = 330,000) | AID 504414;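 active means highest replicate inhibition of at least 40%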;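 further: plate controls were DMSO neutral control wells for no effect and unlabeled competitor peptide control wells for full effect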
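Test system: tagged CAL PDZ domain / Buffer or medium: sodium phosphate/NaCl buffer pH 7.4 with TCEP, IgG, Thesit / Reagent: TMR-labelled reporter peptide T*-PRC34 bound in PDZ groove / Compound dosing: single point, 20 µM / Schedule: 1 h incubation at room temperature before polarization reading / Technique: fluorescence polarization (mP) / Benchmarks: unlabelled peptide, DMSO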
* hit, by the source's call. Compounds as they come, and some 3.6% of all compounds hit somewhere here.

How did COc1cc2c(cc1OC)CN(C(=O)c1ccc(N3CCCC3)c([N+](=O)[O-])c1)CC2 do in these assays?
E coli growth: 1.7; MITF TRPM1 HTS: 5; SR-BI uptake up: -37; phage Ecoli inh: -1.4; CAL PDZ FP-1: -1; Wnt bcat act: 1; Tat transport: 24; SR-BI HDL uptake: 37; AddAB inh: 0.3; CAL PDZ FP-2: -0.9

Results for O=C(C=Cc1ccccc1)N1CCCCC1 ?
MITF TRPM1 HTS: 70; SR-BI uptake up: 3; phage Ecoli inh: 2.5; CAL PDZ FP-1: -3; Wnt bcat act: 20; Tat transport: -6; SR-BI HDL uptake: -3; CAL PDZ FP-2: -0.8

How did CC(=O)C12CCCCC1CC1C3CC(C)C4(O)CC(=O)CCC4(C)C3CCC12C (centres undefined) do in these assays?
E coli growth: 0.0; MITF TRPM1 HTS: 4; SR-BI uptake up: -4; phage Ecoli inh: -0.2; CAL PDZ FP-1: 5; Wnt bcat act: 0; Tat transport: -3; SR-BI HDL uptake: 4; AddAB inh: 1.1; CAL PDZ FP-2: -0.5

Results for Cc1ccc(S(=O)(=O)NCC(=O)NCC(=O)OCC(=O)N2CC(=O)Nc3ccccc32)cc1C ?
E coli growth: 1.0; MITF TRPM1 HTS: 2; SR-BI uptake up: -5; phage Ecoli inh: 0.8; CAL PDZ FP-1: 3; Wnt bcat act: -2; Tat transport: 1; SR-BI HDL uptake: 5; AddAB inh: -3.4; CAL PDZ FP-2: -3.6

What do the screens show for `CC(C)c1ccc(NC(=S)NN2CCOCC2)cc1`?
E coli growth: -1.0; MITF TRPM1 HTS: 50; SR-BI uptake up: -11; phage Ecoli inh: 4.1; CAL PDZ FP-1: -3; Wnt bcat act: -3; Tat transport: -2; SR-BI HDL uptake: 11; AddAB inh: 1.5; CAL PDZ FP-2: -0.1

What do the screens show for `CCOC(=O)c1c(N)nn(C(C)=O)c1-c1ccccc1`?
E coli growth: -0.7; MITF TRPM1 HTS: 2; SR-BI uptake up: 14; phage Ecoli inh: 2.4; CAL PDZ FP-1: 0; Wnt bcat act: -5; Tat transport: -2; SR-BI HDL uptake: -14; AddAB inh: 0.6; CAL PDZ FP-2: -0.3

How did O=C(CN1C(=O)NC2(CCOc3ccccc32)C1=O)N1CCCCC1 (centres undefined) do in these assays?
E coli growth: 0.5; MITF TRPM1 HTS: -1; SR-BI uptake up: 35; phage Ecoli inh: 1.9; CAL PDZ FP-1: -4; Wnt bcat act: -2; Tat transport: 10; SR-BI HDL uptake: -35; AddAB inh: 1.9; CAL PDZ FP-2: 0.1

What do the screens show for `O=C(CCCC(=O)N1CCc2ccccc21)N1CCc2ccccc21`?
MITF TRPM1 HTS: -9; SR-BI uptake up: 13; phage Ecoli inh: 0.0; CAL PDZ FP-1: -3; Wnt bcat act: -2; Tat transport: -9; SR-BI HDL uptake: -13; CAL PDZ FP-2: -1.6

Results for O=C1[C@@H](c2ccccc2)[C@@H](c2ccccc2)N1c1cccnc1 ?
E coli growth: 2.0; MITF TRPM1 HTS: 9; SR-BI uptake up: -7; phage Ecoli inh: 2.3; CAL PDZ FP-1: -3; Wnt bcat act: -1; Tat transport: -2; SR-BI HDL uptake: 7; AddAB inh: 0.9; CAL PDZ FP-2: -2.9

What do the screens show for `CSCc1cc(N2CCOCC2)nc(SCc2ccc(Cl)c(Cl)c2)n1`?
E coli growth: 1.4; MITF TRPM1 HTS: 7; SR-BI uptake up: -3; phage Ecoli inh: -0.7; CAL PDZ FP-1: 9; Tat transport: 10; SR-BI HDL uptake: 3; AddAB inh: 2.8; CAL PDZ FP-2: -2.4

What do the screens show for `Oc1c(C(c2ccccn2)N2CCOCC2)ccc2cccnc12` (centres undefined)?
E coli growth: -0.4; MITF TRPM1 HTS: -2; SR-BI uptake up: 2; CAL PDZ FP-1: 0; Tat transport: 1; SR-BI HDL uptake: -2; AddAB inh: -4.0; CAL PDZ FP-2: -1.4

Results for CC(CCc1ccccc1)NC(=O)c1ccc(NC(=O)c2ccc(Cl)cc2Cl)cc1 (centres undefined) ?
E coli growth: 0.4; MITF TRPM1 HTS: 2; SR-BI uptake up: -58; phage Ecoli inh: 2.9; CAL PDZ FP-1: -3; Wnt bcat act: -8; Tat transport: 5; SR-BI HDL uptake: 58; AddAB inh: -0.8; CAL PDZ FP-2: -0.5

What do the screens show for `COCCNC(=O)c1ccccc1N(Cc1ccccc1)S(=O)(=O)c1ccccc1`?
E coli growth: -0.8; phage Ecoli inh: 2.4; Wnt bcat act: 2; AddAB inh: 2.6

What do the screens show for `Cc1ccc2cc(/C=N/NC(=O)c3ccc(F)cc3)c(Cl)nc2c1`?
E coli growth: -0.3; MITF TRPM1 HTS: 4; SR-BI uptake up: 22; phage Ecoli inh: -0.9; CAL PDZ FP-1: -5; Wnt bcat act: 0; Tat transport: 0; SR-BI HDL uptake: -22; AddAB inh: 4.8; CAL PDZ FP-2: -2.2

Results for COc1cccc2c(=O)ccoc12 ?
E coli growth: 2.6; MITF TRPM1 HTS: -12; SR-BI uptake up: 19; phage Ecoli inh: 3.1; CAL PDZ FP-1: -4; Tat transport: -3; SR-BI HDL uptake: -19; AddAB inh: 0.3; CAL PDZ FP-2: -0.2

Results for COCCN(C(=O)C(=O)NC1CCCC1)C(C(=O)NC1CCCC1)c1ccccc1F (centres undefined) ?
E coli growth: 2.0; MITF TRPM1 HTS: 6; SR-BI uptake up: 15; phage Ecoli inh: 2.5; Wnt bcat act: 0; Tat transport: 1; SR-BI HDL uptake: -15; AddAB inh: 0.3; CAL PDZ FP-2: -1.7

Results for O=C(Nc1sc2c(c1C(=O)NCC(O)CO)CCCC2)c1ccccc1 (centres undefined) ?
E coli growth: -1.3; SR-BI uptake up: -31; phage Ecoli inh: 2.8; CAL PDZ FP-1: 2; Wnt bcat act: 14; Tat transport: -2; SR-BI HDL uptake: 31; AddAB inh: 2.3; CAL PDZ FP-2: -0.6

Results for O=C(Nc1ccc(Oc2c(F)c(F)c(F)c(F)c2F)cc1)OC1CCN2Cc3ccccc3N=C12 (centres undefined) ?
E coli growth: 0.3; SR-BI uptake up: -22; Wnt bcat act: -3; Tat transport: -14; SR-BI HDL uptake: 39; AddAB inh: 5.2; CAL PDZ FP-2: -0.9

How did Cc1ccc2c(c1)sc(C)[n+]2CCCS(=O)(=O)[O-] do in these assays?
E coli growth: -0.4; MITF TRPM1 HTS: -15; SR-BI uptake up: 15; phage Ecoli inh: 1.1; Wnt bcat act: 0; Tat transport: -4; SR-BI HDL uptake: -15; AddAB inh: 2.1; CAL PDZ FP-2: 0.0

How did N#CCC(=O)N/N=C/c1ccc(OCC(=O)Nc2ccc(F)cc2)cc1 do in these assays?
E coli growth: -1.1; MITF TRPM1 HTS: 9; SR-BI uptake up: -3; phage Ecoli inh: 3.6; CAL PDZ FP-1: 0; Wnt bcat act: -1; Tat transport: -4; SR-BI HDL uptake: 3; AddAB inh: -0.9; CAL PDZ FP-2: -0.8

Next part (2 carried over from the part before).
How did Cc1ccc2c(c1)sc(C)[n+]2CCCS(=O)(=O)[O-] do in these assays?
E coli growth: -0.4; MITF TRPM1 HTS: -15; SR-BI uptake up: 15; phage Ecoli inh: 1.1; Wnt bcat act: 0; Tat transport: -4; SR-BI HDL uptake: -15; AddAB inh: 2.1; CAL PDZ FP-2: 0.0

How did N#CCC(=O)N/N=C/c1ccc(OCC(=O)Nc2ccc(F)cc2)cc1 do in these assays?
E coli growth: -1.1; MITF TRPM1 HTS: 9; SR-BI uptake up: -3; phage Ecoli inh: 3.6; CAL PDZ FP-1: 0; Wnt bcat act: -1; Tat transport: -4; SR-BI HDL uptake: 3; AddAB inh: -0.9; CAL PDZ FP-2: -0.8

Results for Cc1cc(=O)oc2cc(OCC(=O)OCC(=O)Nc3ccccc3C(C)C)ccc12 ?
E coli growth: 0.2; MITF TRPM1 HTS: -20; SR-BI uptake up: 33; phage Ecoli inh: 4.4; CAL PDZ FP-1: 3; Wnt bcat act: -1; Tat transport: -10; SR-BI HDL uptake: -33; AddAB inh: 0.4; CAL PDZ FP-2: -0.8

What do the screens show for `CCOC(=O)N1CCN(C(=O)COc2ccc3c(c2)C(=O)CC2(CCN(C(C)=O)CC2)O3)CC1`?
E coli growth: 1.9; MITF TRPM1 HTS: 8; SR-BI uptake up: 5; phage Ecoli inh: 2.1; Wnt bcat act: 0; Tat transport: 1; SR-BI HDL uptake: -5; AddAB inh: 1.6; CAL PDZ FP-2: -0.4

What do the screens show for `O=C(CNC(=O)c1cccc(F)c1)OCc1cc(=O)n2cc(Br)ccc2n1`?
E coli growth: 0.5; MITF TRPM1 HTS: -7; SR-BI uptake up: 23; phage Ecoli inh: 3.6; CAL PDZ FP-1: -6; Wnt bcat act: -1; Tat transport: -8; SR-BI HDL uptake: -23; AddAB inh: 1.0; CAL PDZ FP-2: -0.7

How did O=C(COC(=O)CCOc1ccccc1)NCCc1ccccc1 do in these assays?
E coli growth: 0.0; MITF TRPM1 HTS: 5; SR-BI uptake up: 2; phage Ecoli inh: 0.4; CAL PDZ FP-1: -3; Wnt bcat act: 5; Tat transport: 12; SR-BI HDL uptake: -2; AddAB inh: 3.2; CAL PDZ FP-2: -1.3

Results for Cc1nc(SCC(=O)Nc2nc3ccccc3s2)c(C#N)c(C)c1C ?
E coli growth: -0.5; MITF TRPM1 HTS: -95; SR-BI uptake up: 0; phage Ecoli inh: 8.8; CAL PDZ FP-1: -5; Wnt bcat act: -30; Tat transport: -2; SR-BI HDL uptake: 0; AddAB inh: 0.2; CAL PDZ FP-2: -2.9

Results for OCCCn1c(-c2ccccc2)n[nH]c1=S ?
E coli growth: 1.5; MITF TRPM1 HTS: 19; SR-BI uptake up: 9; phage Ecoli inh: -2.5; CAL PDZ FP-1: -1; Wnt bcat act: 18; Tat transport: -3; SR-BI HDL uptake: -9; AddAB inh: 0.2; CAL PDZ FP-2: -0.4

Results for S=c1[nH]nc(-c2ccc(Cl)cc2Cl)n1-c1ccccc1 ?
E coli growth: -3.0; MITF TRPM1 HTS: 8; SR-BI uptake up: -6; phage Ecoli inh: 1.5; Wnt bcat act: 12; Tat transport: 8; SR-BI HDL uptake: 6; AddAB inh: 0.8; CAL PDZ FP-2: -0.1

What do the screens show for `CCC(C)(C)C1CCc2[nH]nc(C(=O)NCc3ccc(OC)cc3)c2C1` (centres undefined)?
E coli growth: -0.2; MITF TRPM1 HTS: -1; SR-BI uptake up: -12; phage Ecoli inh: 3.5; CAL PDZ FP-1: -4; Wnt bcat act: -3; Tat transport: -4; SR-BI HDL uptake: 12; AddAB inh: 0.1; CAL PDZ FP-2: -0.1

What do the screens show for `O=C(O)Cc1n[nH]c(=O)c2ccccc12`?
E coli growth: -2.1; MITF TRPM1 HTS: 5; SR-BI uptake up: 25; phage Ecoli inh: 1.5; CAL PDZ FP-1: -3; Wnt bcat act: -1; Tat transport: 1; SR-BI HDL uptake: -25; AddAB inh: 0.0; CAL PDZ FP-2: -0.6
